Screening data from PubChem.
PTAP TSG101 blk: blocks PTAP/TSG101 interaction to inhibit HIV-1 budding | Fluorescence polarization, FITC-PTAP peptide / Tsg101 binding | Potency, µM (titrated, usually from 115 µM), for the others: top-dose activity change, negative = inhibition, actives largely listed as inhibitors | 340,000 tested, under 10 active | AID 493005; active = well fitted inhibition curve with a large enough effect in the main read-out, with a control signal flat, not every such curve was filed as active; inconclusive = small, poorly fitted or top-dose-only effect, or effect the other way, or a change in a side signal; inactive = no such curve, though single readings can be large or run the other way; also: potency is read from the fitted curve at half-maximal effect; % of control where 0% means no effect
Target sequence (Q99816 whole entry, looked up): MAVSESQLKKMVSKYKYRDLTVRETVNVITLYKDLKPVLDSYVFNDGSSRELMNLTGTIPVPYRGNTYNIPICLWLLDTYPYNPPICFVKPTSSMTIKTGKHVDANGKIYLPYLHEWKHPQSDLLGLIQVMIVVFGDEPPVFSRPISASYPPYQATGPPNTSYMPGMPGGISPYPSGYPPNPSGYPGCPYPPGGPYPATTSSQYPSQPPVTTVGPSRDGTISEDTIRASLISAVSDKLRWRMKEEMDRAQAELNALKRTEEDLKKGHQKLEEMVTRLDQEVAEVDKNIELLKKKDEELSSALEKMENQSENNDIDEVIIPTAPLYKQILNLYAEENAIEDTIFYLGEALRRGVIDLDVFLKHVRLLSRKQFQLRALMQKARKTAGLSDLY
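Tsg101 binding domain (10 uM final) was mixed with compound and a FITC-labeled PTAP peptide (50 nM final) in HEPES pH 7.5 buffer with NaCl, Tween 20, EDTA and TCEP; fluorescence polarization was read after 20 min at r.t.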
CXXC DNA block: inhibitors of human MLL CXXC domain-DNA interaction; Potency, µM (series often up to 115 µM), without a hit: at the highest dose activity change, negative = inhibition, actives largely listed as inhibitors; Q03164; actives 0.037% (n = 290,000); AID 2662; MLL-CXXC / FITC-HOXA9 DNA fluorescence polarization; active = well fitted inhibition curve with a large enough effect in the polarisation, with a control signal flat, not every such curve was filed as active; inconclusive = small, poorly fitted or top-dose-only effect, or effect the other way, or a change in a side signal; inactive = no such curve, though single readings can be large or run the other way; the % refers to the polarisation; also: potency is read from the fitted curve at half-maximal effect
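Steps: dispense CXXC domain solution (7 uM) → pin compounds or unlabeled HOX-A9 DNA control → 5 min ambient → add FLSN-HOX-A9 solution (50 nM) → spin → 30 min ambient → fluorescence polarization. Tris pH 7.5/NaCl/DTT/BSA buffer.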
a7 integrin act: activators of alpha7 integrin expression for muscular dystrophy. alpha7betagal myoblasts, beta-gal FDG fluorescence, 48 h. Potency, µM (series often up to 38.3 µM), for inactives: at the highest dose activation, most hits filed as activators. actives 0.064% (n = 350,000). AID 624291;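 also: potency is read from the fitted curve at half-maximal effect; 100% = response of the positive control SU9516; nearly all actives have a fitted effect of over 60% in size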
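Alpha7betagal+/- myoblasts (passage 13) were plated 16-24 hr, then exposed to compounds (1:260 dilution of DMSO stock) for 48 hours at 37C. After MPER lysis, β-galactosidase reporter activity was read as FDG fluorescence (ex 480/em 540) after 30 minutes.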
TCR act: activators of T cell receptors; AID 504894; Potency, µM (titrated, usually from 9.22 µM), without a hit: at the top dose activation of IL-2 secretion, hits mostly activators; primary human leukocytes, anti-CD3, IL-2 HTRF, 48 h; 330,000 tested, under 10 active; also: % of control where 0% means no effect
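1) Mix primary human leukocytes, a-CD3 beads and compound. 2) Incubate 48 hr. 3) Add HTRF IL-2 reagents (a-IL-2-K, a-IL-2-d2).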
A-T KAP1 phos: candidate therapy for ataxia-telangiectasia; AID 485349; actives 0.19% (n = 320,000); […] A-T fibroblasts, KAP-1 phosphorylation AlphaLISA; neocarzinostatin DNA damage 30 min before lysis; Potency, µM (top dose mostly 57.5 µM), without a hit: at the highest dose activation, hits mostly activators; also: potency is read from the fitted curve at half-maximal effect; % of control where 0% means no effect; nearly all actives have a fitted effect of over 45% in size
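hTERT-immortalized A-T patient fibroblasts ([…]), 500 cells/well in OPTI-MEM, 1% FBS, got compounds for 60 min, then NCS for 30 min at 37C. Lysates were then assayed for phospho-KAP-1 by AlphaLISA (anti-pKAP1 donor, anti-KAP1 acceptor beads), 6 hr at 25C.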
p53 reactivator: restores transcriptional activity of mutant p53 | Potency, µM (series often up to 92.2 µM), without a hit: at the highest dose activity change, positive = activation, hits mostly activators | H1299 p53-A138V BP100-luciferase reporter, luminescence, 24 h | actives 0.063% (n = 320,000); also: potency is read from the fitted curve at half-maximal effect; % of control where 0% means no effect; nearly all actives have a fitted effect of over 45% in size
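H1299 (p53-null), stable ts p53-A138V + BP100-Luc; 1000 cells/well, Opti-MEM/10% FBS; cpd 4 pt, 1:5; 24 h, 37 deg C, 5% CO2; detection reagent 10 min RT; luminescence.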
ELG1 repair inh: inhibitors of ELG1-dependent DNA repair in HEK293T cells. HEK293T ELG1-luciferase reporter, luminescence, 16 h; DNA damage induced by 5-fluorouridine. actives 2.3% (n = 330,000). AID 504467. Potency, µM (doses to about 46.1 µM), inactives show at the top dose activity change, negative = inhibition, actives largely listed as inhibitors; also: potency is read from the fitted curve at half-maximal effect; % is scaled to controls: 0 for no effect and ±100 for the full control effect; nearly all actives have a fitted effect of over 55% in size
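HEK293T cells expressing luciferase-tagged ELG1 (2,000/well) received 5-Fluorouridine plus compound or DMSO for 16 hr at 37 °C. Luciferase was read by ONE-Glo luminescence after 30 min at room temperature.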
B2AR arrestin: beta2AR (human) beta-arrestin recruitment activity; beta-arrestin recruitment to beta2AR, cell-based reporter; P07550; actives 0.02% (n = 330,000); Potency, µM (series often up to 46.1 µM), without a hit: at the highest dose activation, most hits filed as activators;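 also: potency is read from the fitted curve at half-maximal effect; 0% = DMSO controls and full agonism = EC100 isoproterenol or metaproterenol; nearly all actives have a fitted effect of over 65% in size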
Target sequence (P07550 whole entry, looked up): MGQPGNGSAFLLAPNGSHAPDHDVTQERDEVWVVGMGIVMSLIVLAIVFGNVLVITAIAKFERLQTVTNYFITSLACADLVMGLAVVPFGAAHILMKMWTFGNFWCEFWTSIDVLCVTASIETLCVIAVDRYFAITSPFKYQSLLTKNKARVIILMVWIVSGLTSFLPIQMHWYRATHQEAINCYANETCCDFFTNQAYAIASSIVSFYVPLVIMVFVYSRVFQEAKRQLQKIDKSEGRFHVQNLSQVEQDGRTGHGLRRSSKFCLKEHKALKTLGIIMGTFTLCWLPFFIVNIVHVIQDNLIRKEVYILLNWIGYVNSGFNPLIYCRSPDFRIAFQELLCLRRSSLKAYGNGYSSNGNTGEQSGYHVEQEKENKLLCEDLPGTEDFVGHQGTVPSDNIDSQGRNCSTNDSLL
BRCA1 expr act: BRCA1 expression activation; MCF7-BRCA1-FFLuc reporter, luminescence, 48 h; response scale: scaled: vehicle 0%, 10 µM genistein 100%; Potency, µM (titrated, usually from 46.1 µM), inactives show top-dose activation, most hits filed as activators; actives 1.1% (n = 380,000); also: potency is read from the fitted curve at half-maximal effect; nearly all actives have a fitted effect of over 80% in size; some results filed as inactive show a strong effect at the top dose
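Luminescence from a BRCA1-driven firefly luciferase in MCF7 cells was the read-out, taken 15 min after substrate addition following 48 h compound exposure at 37 °C. Data were normalized to a 10 microM genistein control and DMSO vehicle.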
TRPV1 agonist: agonists of human vanilloid receptor 1 (TRPV1); Q8NER1; TRPV1-expressing cells, Fluo-8 calcium influx, agonist mode; activation, % at 8.33 µM; actives 0.19% (n = 320,000); AID 540275; in the data active = activation above about 80%; inconclusive = between about 30% and that limit; also: 0% is about no effect
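TRPV1-expressing cells were cultured overnight at 35.5C and loaded with Fluo-8 calcium dye for 40 to 90 min at room temperature. After a 10 s baseline, compound was added and calcium influx was read kinetically for 3 min (ex 480/em 520 nm).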
* = called active by the depositor; ? = inconclusive; . = no result given; [ ] = remark or other dose. Unless noted, calls follow the shape of the dose curve; as a rule, active = well fitted curve in the direction sought with a large enough effect; inconclusive = small, poorly fitted or top-dose-only effect, or another doubt; inactive = no such curve, though single readings can be large; an effect the other way counts as inactive or inconclusive.

smiles	PTAP TSG101 blk	CXXC DNA block	a7 integrin act	TCR act	A-T KAP1 phos	p53 reactivator	ELG1 repair inh	B2AR arrestin	BRCA1 expr act	TRPV1 agonist
O=C(O)c1ccc(N/N=C/c2ccc(C(F)(F)F)cc2)cc1	-1%	-6%	-17%	2%	-18%	-13%	?	-0.2%	?	1
O=c1cc(-c2ccccc2Cl)oc2c([N+](=O)[O-])c(O)cc(O)c12	-13%	-3%	21%	1%	1%	-3%	3.7µM*	-0.9%	19%	-4
CCOC(=O)c1nn(-c2ccccc2)c(=O)c2c(N)scc12	-3%	0%	0%	2%	0%	13%	-17%	-0.3%	-16%	-2
CC1OC(Oc2ccc3ccc(=O)oc3c2-c2c(O)ccc3cc(Oc4ccc5ccc(=O)oc5c4)c(=O)oc23)C(O)C(O)C1O (stereo not given)	-4%	5%	-2%	6%	16%	1%	7%	0.1%	8%	-3
COc1cccc(NC(=O)c2ccc3c(c2)N(C)CCS3)c1	-7%	.	18%	-10%	-6%	.	?	0.3%	?	29
CCO/C(=C/c1sc2ccc(OC)cc2[n+]1CCCS(=O)(=O)[O-])CC	-5%	2%	7%	0%	-2%	0%	-1%	-0.3%	-3%[1.84 µM]	0
CCOC(=O)c1ccccc1NC(=O)COc1ccccc1	0%	-1%	4%	3%	12%	?	6%	0.0%	-16%	26
CC1CC(C)CN(C(=O)CN2C(=O)NC3(CCCCCCC3)C2=O)C1 (stereo not given)	2%	.	6%	-2%	-5%	-3%	-16%	-0.1%	7%	1
C[C@]12c3[nH]c4ccc(Cl)cc4c3CCN1C(=O)[C@@H](CC(=O)NCCc1ccccn1)C[C@@H]2C(=O)N1CCOCC1	-1%	.	0%	-3%[46.1 µM]	1%[11.5 µM]	7%	5%	0.1%	2%	.
COc1ccc(S(=O)(=O)N2CCCCCC2)cc1C(=O)OCC(=O)NC(N)=O	-1%	-13%	20%	-3%	3%	-2%	-2%	-0.7%	-29%	0
COc1cccc(/C=N/NC(=O)CCn2cnc3ccccc32)c1	-1%	-11%	-24%	0%	-5%	-5%	19%	0.0%	0%	10
Cc1ccc(N2CC(C(=O)N3CCC(C(=O)Nc4nnc(C(C)C)s4)CC3)CC2=O)cc1 (stereo not given)	-1%	-9%	-21%	-3%	0%	0%	-4%	-0.9%	0%	5
CCCC1(CCC)NC(=O)N(CC(=O)Nc2ccccc2OC)C1=O	-7%	-8%	-8%	-9%	11%	2%	-4%	0.3%	2%	-4
CC(C)(C)OC(=O)NCCCCCc1nnc(SCc2c(F)cccc2Cl)o1	3%	11%	1%	7%	12%	-3%	0%	-0.6%	-32%	23
COC(=O)c1cccc(NC(=O)NC2CCCN2S(=O)(=O)c2ccc(Cl)cc2)c1 (stereo not given)	-1%	15%	-5%	1%	0%	-18%	?	0.2%	-6%	4
Cc1nn(-c2ccccc2)c2sc(C(=O)N3CCCCC3)cc12	0%	7%	-22%	4%	.	.	.	.	7%	4
Cc1ccc(S(=O)(=O)N(C)C)cc1-n1c(SCC(=O)N(C)C)nc2ccccc2c1=O	-4%	-1%	16%	-5%	7%	1%	-7%	0.1%	-3%	3
CCOC(=O)N1CCc2c(sc(NC(=O)C3=COCCO3)c2C(N)=O)C1	.	29%	-53%[inhibitor]	0%	0%	?	-3%	0.5%	-2%	-4
COC(=O)c1c(NC(=O)c2nn(C)cc2Cl)sc2c1CCCC2	-3%	-5%	21%	-6%[46.1 µM]	13%	11%	?	0.1%	4%	2
O/N=C/c1ccccc1OCc1ccccc1F	-6%	-1%	2%	0%[46.1 µM]	6%	7%	24%	-0.2%	49%	1
COC(=O)[C@H](C)NC(=O)NCc1ccccc1	-3%	6%	0%	2%	-5%	-2%	-6%	0.0%	0%	-2
Cc1ccc(N2C(=O)CC(NNc3nc4ccccc4s3)C2=O)cc1 (stereo not given)	-1%	-2%	23%	-5%[46.1 µM]	3%	1%	9%	-0.2%	-14%	13
O=C(Cn1nnc2c(cnn2-c2ccccc2)c1=O)N1CCN(c2ccccc2F)CC1	1%	2%	1%	0%	2%	0%	?	-0.2%	-35%	1
CC1SCC(NC(=O)c2ccccc2Cl)CS1 (stereo not given)	0%	-6%	21%	-4%	-5%	26%	?	0.1%	55%	6
O=C(NC1CCCCC1)N1CCCCCC1	-11%	-7%	0%	-7%	9%	6%	20%	-0.9%	56%	0
CCc1ccc(NC(=O)c2ccc(F)c(S(=O)(=O)NCC3COc4ccccc4O3)c2)cc1 (stereo not given)	6%	7%	-48%[inhibitor]	1%[46.1 µM]	3%	-2%	?	-0.2%	-76%	2
c1ccc(C2=NNC(=NCc3ccc4c(c3)OCO4)SC2)cc1	-1%	2%	-17%	3%[46.1 µM]	-1%	?	?	2.5%	46%	-1
O=C(COc1ccc2ccc(=O)oc2c1)Nc1cccnc1	-3%	-5%	0%	-2%	-3%	?	?	-0.4%	-13%	2
CCN(CC(=O)Nc1ccccc1Br)C1CCCCC1	-4%	-2%	0%	5%	8%	0%	-2%	0.1%	0%	7
COc1ccc(Nc2nc(-c3ccccc3)nc3ccccc23)cc1S(=O)(=O)N1CCOCC1	2%	-10%	-42%	-2%	-1%	-1%	8.2µM*	-0.2%	-89%	2
Cc1ccc(NC(=O)c2csnn2)c(C)c1	-4%	0%	0%	5%[46.1 µM]	.	18%	?	-0.3%	1%	0
COc1ccc(OC)c(NC(=O)Nc2cc(NC(=O)Nc3cc(OC)ccc3OC)c(C)nc2C)c1	-2%	6%	-10%	-2%[46.1 µM]	-4%	-4%	?	-0.1%	-68%	0
Cc1cc(C(=O)CSc2ncn[nH]2)c(C)n1-c1cccc(S(=O)(=O)N2CCOCC2)c1	-1%	6%	-21%	3%[46.1 µM]	3%	-4%	?	0.6%	5%	0
CS(=O)(=O)c1nc(S(=O)(=O)c2ccc(Cl)cc2)c(N2CCC(C(N)=O)CC2)s1	-5%	1%	-49%[inhibitor]	0%	-3%	-8%	-22%	0.0%	-20%	16
O=[N+]([O-])c1nn(-c2ccc3c(c2)OCCO3)n(O)c1=NCCC1=CCCCC1	2%	3%	-17%	-3%	-2%	26%	?	-0.1%	4.5µM*	16
CCC(=O)N1CCN(c2nc(CC)nc3sc4c(c23)CCCC4)CC1	-3%	-2%	-18%	5%	-6%	-1%	?	-0.4%	-8%	?
COc1ccc(S(=O)(=O)N2CCN(CC(=O)Nc3ccc(C)c(F)c3)CC2)cc1	-8%	-11%	-50%	-1%	-2%	2%	-13%	0.1%	-40%	7
Cc1ccc(C(=O)NCCc2nnc3ccc(SCC(=O)Nc4ccc(C)cc4C)nn23)cc1	1%	13%	10%	-6%[46.1 µM]	-1%	-22%	?	-0.1%	24%	4
O=C(NCc1ccccc1)C1C(=O)N(Cc2ccccc2)C(=O)C1C1(O)CCCC1 (stereo not given)	1%	6%	0%	0%	7%	-1%	-25%	-0.4%	-21%	11
CC(O)C(NC=C1C(=O)OC(C)(C)OC1=O)C(=O)O (stereo not given)	-4%	6%	-17%	-17%	1%	-4%	8%	0.1%	8%	1
CCN1C(=O)c2ccc(C(=O)O)cc2C1=O	-3%	-1%	2%	3%[46.1 µM]	-2%	-2%	2%	-0.1%	-26%	-3
Cc1cc(C)cc(NC(=S)N2CCN(S(=O)(=O)c3ccccc3)CC2)c1	-3%	1%	?	6%	5%	-9%	2%	-0.1%	-11%	28
O=[N+]([O-])c1cc2c(cc1CN1CCN(c3ccc(F)cc3)CC1)OCO2	-3%	-3%	-32%	1%	-1%	.	-6%	-0.1%	-8%	3
CCOC(=O)C1CCN(CCCSc2ccccc2)CC1	-1%	.	-14%	-5%	.	.	.	.	0%	.
COc1ccc(-c2cn(-c3ccc(C)cc3C)c(=S)[nH]2)cc1OC	-6%	1%	-21%	1%	65%	-8%	?	4.9%	-25%	2
O=C1NC[C@H](c2ccccc2)N(CCC23CC4CC(CC(C4)C2)C3)C1=O	-16%	.	33%	3%	6%	-6%	-1%	-0.1%	7%	3
N#C/C(=C\Nc1ccc(Cl)cn1)S(=O)(=O)c1ccccn1	0%	0%	4%	8%	-1%	0%	12%	-0.4%	-2%	2
S=c1[nH]nc(-c2cccs2)n1/N=C/c1c(Cl)cccc1Cl	0%	4%	18%	10%	-4%	4%	8%	-0.1%	-26%	6
CC(C)CN(C#N)c1nc(N2CCOCC2)nc(N2CCOCC2)n1	0%	0%	19%	1%	-6%	4%	-22%	-0.1%	-71%	?
